TIM10 inh: inhibits growth of TIM10 yeast strain; S. cerevisiae TIM10 strain growth, BacTiter-Glo luminescence, 24 h; inhibition, % at 10 µM; hit rate 1.4% among 330,000;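 active = inhibition of 40% or more at the single tested concentration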;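 note: wild-type TIM10 isogenic control strain grown at permissive 25 °C; 0% = DMSO yeast wells and 100% = minimal medium wells without yeast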
APJ antag: blocks the human apelin receptor APJ. P35414. CHO-K1 APJ beta-arrestin complementation, luminescence. inhibition, % at 20 µM. hit rate 0.32% among 330,000. AID 2521;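 active = inhibition above about 40% at 20 µM, limit read from the data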;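 note: cells challenged with 10 nM apelin-13 agonist together with compound; plate controls were apelin-13 plus DMSO wells for no effect and DMSO wells lacking apelin-13 for full effect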
tim23-1 inh: growth inhibitors of tim23-1 mutant yeast; hit rate 1.3% among 330,000; AID 463212; S. cerevisiae tim23-1 growth, BacTiter-Glo luminescence, 24 h; inhibition, % at 20 µM;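 active = growth inhibition of the mutant yeast at or above 50%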;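 note: temperature-sensitive mutant grown at 25 °C; plate controls were DMSO-treated mutant yeast for no effect and medium wells lacking yeast for full effect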
UPR CHOP act: apoptotic UPR (CHOP) activation; CHO-CHOP luciferase reporter, luminescence; percent of tunicamycin response over DMSO baseline; activation, % at 10 µM; hit rate 0.34% among 330,000; AID 449763;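 active = at 10 µM dose, activation of 40% or more, normalized to positive control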;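 note: 100% = tunicamycin at 10 µg/mL and 0% = DMSO alone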
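Dosing – one dose, 10 µM in 0.5% DMSO · System – CHO-CHOP cells, stable luciferase reporter of PERK-eIF2a-CHOP signalling · Input – 500 cells/well · Control set – tunicamycin 10 µg/mL final as positive, DMSO-only wells as negative · Timing – 6 h compound treatment, 37 °C · Measure – % activation vs tunicamycin · Technique – luminescence read with Steady-Glo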
CXCR6 block: blocks human CXCR6 beta-arrestin recruitment; CHO-K1 PathHunter CXCR6 beta-arrestin, luminescence; inhibition, % at 20 µM; hit rate 0.36% among 360,000; O00574; in the data active = inhibition above about 34%, passing the limit was not always enough;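 note: antagonist mode with CXCL16 agonist at 10 nM final; 0% = 10 nM CXCL16 with DMSO and 100% = unstimulated wells without agonist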
APJ agonist: APJ receptor agonism. P35414. CHO-K1 APJ PathHunter beta-arrestin, luminescence; 0% DMSO wells, 100% apelin. activation, % at 20 µM. hit rate 0.11% among 330,000. AID 2520;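 active = activation more than six SD over the plate average, tested at 20 µM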;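 note: 0% = DMSO alone and 100% = apelin-13 at 10 nM; some results filed as inactive read as strong as hits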
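Test system: CHO-K1 APJ beta-arrestin complementation cell line | Compound: Single test compound dose, 20 µM final, 1% DMSO | Incubation: Compound 90 min 25 °C, reagent 1 h | Measured by: beta-gal luminescence | Read-out basis: APJ–arrestin association signal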
tim10-1 inh: growth inhibitors of tim10-1 mutant yeast; S. cerevisiae tim10-1 ts strain growth, BacTiter-Glo, 24 h; inhibition, % at 20 µM; hit rate 2.2% among 330,000; AID 463190;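 active = inhibition of at least 40%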;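 note: mutant grown at 25 °C; 0% = DMSO wells with yeast and 100% = wells holding no yeast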
UPR XBP1 act: activators of adaptive arm of unfolded protein response (XBP1); CHO-XBP1 luciferase reporter, IRE1-XBP1 UPR activation, luminescence; percent of tunicamycin response, DMSO as zero; activation, % at 20 µM; hit rate 0.33% among 330,000; AID 463104;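 active = versus positive control, 20 µM dose yields 30% or more activation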;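 note: 100% = tunicamycin at 10 µg/mL and 0% = DMSO only wells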
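Material: CHO-XBP1 cells stably carrying IRE1-XBP1-driven luciferase reporter / Amount: 1000 cells per well / Compound: 20 µM, 1% DMSO / Times: 6 h treatment, 37 °C / Detection: luciferase luminescence / Measure: % activation of reporter signal versus tunicamycin and DMSO controls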
Mdm2 MdmX PPI: inhibitors of human Mdm2/MdmX interaction; O15151+Q00987; SaOS-2 split-luciferase Mdm2/MdmX complementation, luminescence; inhibition, % at 8 µM; hit rate 3% among 330,000;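 active = inhibition of at least 50% at 8 µM in the primary screen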
Target sequence (O15151 whole entry, looked up): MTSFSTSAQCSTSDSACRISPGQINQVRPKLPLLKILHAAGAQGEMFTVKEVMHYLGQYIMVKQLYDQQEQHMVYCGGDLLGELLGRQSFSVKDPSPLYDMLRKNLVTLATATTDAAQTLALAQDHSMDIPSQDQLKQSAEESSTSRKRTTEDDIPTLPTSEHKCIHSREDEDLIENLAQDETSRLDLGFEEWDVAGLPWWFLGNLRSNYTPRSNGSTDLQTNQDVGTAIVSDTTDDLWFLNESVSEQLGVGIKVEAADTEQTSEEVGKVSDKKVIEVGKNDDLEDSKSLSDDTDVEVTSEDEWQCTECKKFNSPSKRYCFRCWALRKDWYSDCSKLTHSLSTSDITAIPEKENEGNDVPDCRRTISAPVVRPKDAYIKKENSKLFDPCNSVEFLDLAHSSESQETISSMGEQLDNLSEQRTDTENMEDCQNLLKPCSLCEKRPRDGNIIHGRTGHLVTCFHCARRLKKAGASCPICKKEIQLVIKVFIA
Target sequence (Q00987 whole entry, looked up): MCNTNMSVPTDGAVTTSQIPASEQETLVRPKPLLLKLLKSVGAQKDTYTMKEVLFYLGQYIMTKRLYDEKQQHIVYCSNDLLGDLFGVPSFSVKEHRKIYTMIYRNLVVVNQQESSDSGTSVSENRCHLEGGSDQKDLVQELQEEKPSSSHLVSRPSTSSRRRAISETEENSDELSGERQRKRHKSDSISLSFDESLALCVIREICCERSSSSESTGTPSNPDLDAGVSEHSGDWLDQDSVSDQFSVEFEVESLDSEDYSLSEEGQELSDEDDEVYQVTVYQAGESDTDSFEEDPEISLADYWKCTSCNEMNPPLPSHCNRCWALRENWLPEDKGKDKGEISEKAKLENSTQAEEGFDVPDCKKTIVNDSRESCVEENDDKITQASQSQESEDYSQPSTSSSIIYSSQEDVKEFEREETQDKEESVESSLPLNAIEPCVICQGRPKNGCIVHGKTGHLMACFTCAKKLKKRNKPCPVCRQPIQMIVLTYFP
* = called active by the depositor; . = not tested or not shown.

mol	TIM10 inh	APJ antag	tim23-1 inh	UPR CHOP act	CXCR6 block	APJ agonist	tim10-1 inh	UPR XBP1 act	Mdm2 MdmX PPI
COC(=O)c1ccsc1NC(=O)c1ccc2c(c1)OCCO2	11	-68	-5	0.5	-6	-2	-15	2	-7
Cc1ccccc1C(=O)NNC(=O)c1ccc(Br)cc1	-4	-3	3	2.1	1	-2	-1	1	-43
Cn1c(=O)c2c(nc(Sc3ncccn3)n2Cc2ccc(Cl)cc2)n(C)c1=O	3	-4	26	-1.8	2	-4	23	-5	16
COc1ccccc1C(=O)NC(=O)COc1ccc(Cl)cc1Cl	17	4	43	-0.5	-4	5	25	2	1
CCC(=O)N1CCc2cc(S(=O)(=O)NCCC(=O)N3CCN(c4cccc(OC)c4)CC3)ccc21	16	-1	3	-0.5	-2	-8	-1	-9	-7
COC(=O)c1ccccc1NC(=O)Cn1nc(C(F)(F)F)c2c1CCC2	12	7	38	0.4	10	-4	17	0	-13
CCOCC(=O)Nc1cccc(-c2nc3cccnc3s2)c1C	7	-3	4	-1.1	0	-1	13	-2	4
COc1ccc(CCNC(=O)Cc2c(Cl)cccc2Cl)cc1	-16	4	-7	0.2	2	-3	-9	-2	13
CCN(CC(=O)Nc1c(F)cccc1F)C(=O)CSc1nc2ccccc2o1	-3	12	6	-0.4	1	-4	12	-2	3
CCCc1cc(C(=O)NCC(C)C)no1	-9	14	1	2.4	3	6	2	-1	-18
COCCCNC(CC(=O)Nc1cc(C)cc(C)c1)C(=O)O (configuration not stated)	-8	9	1	1.6	3	-2	-8	-1	-1
c1ccc(-c2nc[nH]c2-c2ccccc2)cc1	21	27	14	-0.6	-4	3	24	0	-3
Cc1ccc(C(c2nnnn2Cc2ccccc2)N2CCN(Cc3ccccc3)CC2)cc1 (configuration not stated)	28	2	14	0.2	12	-5	34	-2	11
C=CC[C@H](CC(=O)N(CCO)Cc1ccccc1)C(=O)NCCOC(=O)[C@@H](CC=C)Cc1ccc(F)cc1	1	10	18	1.0	5	-4	6	-3	14
O=S(=O)(c1cc(F)ccc1F)N1CCN2CCCC2C1 (configuration not stated)	5	2	3	2.7	-1	-1	3	-5	0
COc1cccc2cc(C(=O)Nc3ccccc3C)/c(=N/NS(=O)(=O)c3ccccc3)oc12	6	10	8	0.6	12	-5	15	-4	8
NS(=O)(=O)c1ccc(NC(=O)COC(=O)c2cn(-c3ccccc3)nc2-c2ccccc2)cc1	-16	-9	-4	3.8	0	0	4	27	12
CC1(C)CC(=O)CC(=Nc2ccc(C(=O)O)cc2)C1	-5	0	11	-5.2	4	-2	2	-4	15
CCc1nnc(NC(=O)c2cc(S(=O)(=O)N3CCCCC3)ccc2C)s1	15	-9	16	0.5	4	-1	3	-3	-11
Cc1ccc(S(=O)(=O)Cc2ccc(C(=O)N3CCN(c4ccccn4)CC3)o2)cc1	34	-2	5	0.0	-4	-6	-7	-3	10
Cc1ccnc(NC(=O)CCC(=O)N(CC(=O)NCCc2ccccc2)Cc2cccs2)c1	19	4	7	-1.2	3	-4	8	0	17
COCC(=O)Nc1cc(C)c2c(=O)oc3ccccc3c2n1	4	7	4	-1.3	1	-1	3	5	-3
CCOc1ccc(NC(=O)c2nn(C)c(C(=O)Nc3ccc(OCC)cc3)c2[N+](=O)[O-])cc1	94*	7	-2	-1.2	7	-1	-15	-3	-13
Cc1noc(C)c1C(=O)NCCc1ccc(S(N)(=O)=O)cc1	-18	-12	-11	-0.4	4	-5	-14	-3	24
O=[N+]([O-])c1cccc(-c2csc(CS(=O)(=O)Cc3ccco3)n2)c1	28	18	21	0.9	-19	-1	22	2	-6

mol	TIM10 inh	APJ antag	tim23-1 inh	UPR CHOP act	CXCR6 block	APJ agonist	tim10-1 inh	UPR XBP1 act	Mdm2 MdmX PPI
COCc1cc(C)nc(NC2CCCCC2)c1C#N	-1	7	21	-2.2	5	-2	33	0	18
O=C(COC(=O)c1cccc(N2C(=O)C3CC=CCC3C2=O)c1)c1ccccc1 (configuration not stated)	1	5	13	7.0	-4	-4	8	-7	-11
COc1ccc(N2CCN(C(=O)COC(=O)CNC(=O)c3ccccc3)CC2)cc1	-3	13	12	-0.3	1	11	6	-5	0
COc1ccc(/C=C/c2nnc(NC(=O)COc3ccc(C)cc3)s2)cc1	15	-29	19	4.8	2	-1	35	-1	-2
CCOC(=O)N1CCN(C(=O)c2cccc(N3C(=O)NC4CC3(C)Oc3ccccc34)c2)CC1 (configuration not stated)	-2	13	-4	1.4	4	-3	-5	-8	7
CC(Nc1cc(N2CCN(S(=O)(=O)N(C)C)CC2)ccc1[N+](=O)[O-])c1ccccc1 (configuration not stated)	25	15	-2	-0.2	5	-7	12	0	31
CCC[C@@H](CN1CCC[C@H]1CN1C(N)=NC[C@H]1CC(C)C)N1C[C@@H]([C@H](C)CC)N(CCc2ccc(Cl)c(Cl)c2)C1=N	10	22	-39	-0.2	14	-2	-12	-2	11
CCOc1cc(C)c(C(C)C)cc1S(=O)(=O)N1CC(C)OC(C)C1 (configuration not stated)	16	-6	43	0.0	0	-7	40	-2	3
Cc1ccccc1NC1=CC(=O)CC(C)(C)C1	-5	3	-9	1.5	2	-2	14	1	16
Cc1ccc(C(c2nnnn2C2CCCC2)N2c3ccccc3CC2C)cc1 (configuration not stated)	30	6	17	3.7	4	-2	22	0	-33
O=C(O)/C(=C\c1ccccc1Cl)c1ccc(S(=O)(=O)N2CCCCC2)s1	5	7	16	-0.2	-14	0	13	1	-5
CCOC(=O)N1CC=C2C(C#N)=C(N)C(C#N)(C#N)[C@H](c3cccs3)[C@H]2C1	-11	26	-6	1.6	14	-5	10	-2	10
COC(=O)c1ccc(COc2ccc(Cl)cc2)o1	4	12	-1	2.7	3	-3	-14	6	0
Cc1ccc(C)c(-c2nc3cc(N)ccc3o2)c1	12	5	16	-3.8	-9	-4	6	-7	-35
O=C(C[n+]1cccc(CNC(=O)c2ccc(OC(F)F)cc2)c1)Nc1cc(C(F)(F)F)ccc1Cl	-2	-10	6	0.9	2	-3	31	-1	6
COc1ccc(CN2C(=NC(=O)c3ccccc3)SC3CS(=O)(=O)CC32)cc1 (configuration not stated)	-7	7	-7	-0.7	4	-3	3	-6	50*
CCOC(=O)c1cc(-c2csc(COc3ccc(Cl)cc3)n2)on1	8	9	14	2.6	0	-2	8	-4	-4
Cc1ccc(NC(=O)Cn2nnc(C(=O)Nc3ccc(F)c(Cl)c3)c2N)cc1	-8	1	12	3.2	-6	0	14	-4	17
Cc1ccc(-c2csc(NC(=O)c3c(C)noc3C)n2)cc1	6	11	26	1.0	-3	-2	15	5	14
CCOC(=O)C1=NN(c2ccc(Cl)cc2)C(=O)C1	-13	8	-33	5.1	3	-7	-16	2	-45
COc1ccc(CNC(=O)CN2CCC(C(=O)c3ccc(OC)cc3)CC2)cc1	13	-37	20	-3.5	-4	-1	7	-1	-8
Cc1cc(C)c2c(CC(=O)NC3CCS(=O)(=O)C3)coc2c1 (configuration not stated)	5	2	-1	2.9	-4	0	-2	-5	-3
Cc1cc(-c2nnc(SCc3cccnc3)o2)no1	9	1	10	2.1	-1	2	11	-2	-4
CC1(C)CC(=O)C2=C(C1)NC(=O)CC2C(=O)NCc1ccc(F)cc1 (configuration not stated)	-2	-2	-2	-1.0	.	-4	0	0	14
COc1ccc(/C=C2/SC(=S)N(CCCC(=O)Nc3ccccc3C(=O)O)C2=O)cc1	14	1	28	-4.5	-11	-1	19	-8	-7

Quoted at random: 3 records from the list
mol	TIM10 inh	APJ antag	tim23-1 inh	UPR CHOP act	CXCR6 block	APJ agonist	tim10-1 inh	UPR XBP1 act	Mdm2 MdmX PPI
CC(Nc1cc(N2CCN(S(=O)(=O)N(C)C)CC2)ccc1[N+](=O)[O-])c1ccccc1 (configuration not stated)	25	15	-2	-0.2	5	-7	12	0	31
COc1ccc(/C=C/c2nnc(NC(=O)COc3ccc(C)cc3)s2)cc1	15	-29	19	4.8	2	-1	35	-1	-2
Cc1cc(C)c2c(CC(=O)NC3CCS(=O)(=O)C3)coc2c1 (configuration not stated)	5	2	-1	2.9	-4	0	-2	-5	-3

Next section
mol	TIM10 inh	APJ antag	tim23-1 inh	UPR CHOP act	CXCR6 block	APJ agonist	tim10-1 inh	UPR XBP1 act	Mdm2 MdmX PPI
COc1cccc(C2CC(=O)Nc3n[nH]c(-c4ccccc4)c32)c1OC (configuration not stated)	6	-4	-9	-0.1	-2	-6	10	1	-24
O=C(CN1C(=O)C2CC=CCC2C1=O)Nc1ccc(S(=O)(=O)Nc2ncccn2)cc1 (configuration not stated)	-3	-5	10	0.0	0	-4	2	-4	12
COc1ccc(-c2nc3ccccn3c2NC2CCCCC2)cc1SC1CCCCC1	27	-15	48	1.0	9	1	39	-1	70*
CCC1CCCCN1CCCNC(=O)c1c(O)nc2ccccn2c1=O (configuration not stated)	-15	3	5	1.8	2	-6	8	-4	12
O=C(NC1CCC1)C1CCC(=O)N(Cc2ccccc2F)C1 (configuration not stated)	-2	16	-8	-0.2	-1	-2	-5	-1	9
Cc1ccc(C(=O)NCCN(C)C)c(C)c1	-1	3	18	-0.8	-7	0	24	0	-26
CN(C)C(CNC(=O)c1ccccc1OCc1ccc(Cl)cc1)c1ccco1 (configuration not stated)	9	17	28	0.7	6	-8	19	-2	12
CSc1nncc(/C(C)=N/O)n1	-12	-5	10	22	-8	0	-6	0	5
Cc1cccc(NC(=O)c2cc(S(=O)(=O)c3ccccc3)ccc2Cl)c1	29	13	23	0.2	6	-1	24	2	23
CCN(CC)S(=O)(=O)c1ccc(C(=O)NC(C)(C)C)cc1	21	-17	19	-0.6	2	-2	23	-2	-7
NC(=O)CN1C(=O)NC2(CCOc3ccccc32)C1=O (configuration not stated)	-10	-2	16	-0.1	5	0	5	3	-25
Cc1ccc(NC(=O)CSc2nnc(Cn3cnc4ccccc43)o2)c(C)c1	2	12	1	-0.3	-6	-4	0	-1	-8
Cc1ccc(C)c(NC(=O)CN(C)S(=O)(=O)c2cccc3cccnc23)c1	6	-24	24	-0.1	7	-3	13	-3	-1
COc1ccc(-n2ncc(C(C)NS(=O)(=O)c3cc(F)ccc3C)c2C)cc1 (configuration not stated)	9	1	29	1.0	-5	7	18	-2	4
O=C(Cc1ccccc1F)NCC(c1ccco1)N1CCCCC1 (configuration not stated)	5	1	5	-1.2	1	-5	-11	2	-10
O=c1cc(-c2ccccc2)[nH]n1-c1ccc([N+](=O)[O-])cc1	23	21	25	2.0	18	-8	43*	-1	55*
COCCNc1nc(SCc2ccccc2)nc2sc3c(c12)CCC3	18	9	22	2.1	4	-4	19	1	28
C[C@@H]1CN([C@@H](C)CO)C(=O)c2cc(NS(C)(=O)=O)ccc2O[C@@H]1CN(C)S(=O)(=O)c1ccccc1	9	-1	16	-0.3	-1	-2	7	2	-1

Assay outcomes (PubChem)

These rows are one share of the data. The share of hits here may be higher or lower than overall.
